# High-throughput results: PubChem BioAssay, Sanford-Burnham Center for Chemical Genomics
# TIM10 inh – growth inhibitors of TIM10 yeast strain; S. cerevisiae TIM10 strain growth, BacTiter-Glo luminescence, 24 h; inhibition, % at 10 µM; 1.4% of 330,000 active; AID 463195;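 active = inhibition of 40% or more at the single tested concentration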;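 also: wild-type TIM10 isogenic control strain grown at permissive 25 °C; 0% = DMSO yeast wells and 100% = minimal medium wells without yeast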
# Mdm2-MdmX inh – human Mdm2/MdmX binding inhibition; inhibition, % at 8 µM; O15151+Q00987; 3% of 330,000 active; SaOS-2 split-luciferase Mdm2/MdmX complementation, luminescence;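 active = inhibition of at least 50% at 8 µM in the primary screen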
# Target sequence (O15151 whole entry, looked up): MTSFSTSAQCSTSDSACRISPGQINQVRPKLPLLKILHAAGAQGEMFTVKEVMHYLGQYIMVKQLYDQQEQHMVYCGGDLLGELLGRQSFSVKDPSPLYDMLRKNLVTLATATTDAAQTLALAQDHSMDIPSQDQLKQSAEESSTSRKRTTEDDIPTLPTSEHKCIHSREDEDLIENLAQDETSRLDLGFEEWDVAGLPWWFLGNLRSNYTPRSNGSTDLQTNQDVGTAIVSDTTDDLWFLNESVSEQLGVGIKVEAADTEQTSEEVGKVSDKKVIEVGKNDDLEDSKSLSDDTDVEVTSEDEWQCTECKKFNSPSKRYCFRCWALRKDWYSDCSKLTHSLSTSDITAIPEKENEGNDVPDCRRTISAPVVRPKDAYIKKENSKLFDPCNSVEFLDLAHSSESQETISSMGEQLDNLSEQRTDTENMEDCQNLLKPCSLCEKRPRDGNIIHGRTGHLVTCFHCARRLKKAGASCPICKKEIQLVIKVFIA
# Target sequence (Q00987 whole entry, looked up): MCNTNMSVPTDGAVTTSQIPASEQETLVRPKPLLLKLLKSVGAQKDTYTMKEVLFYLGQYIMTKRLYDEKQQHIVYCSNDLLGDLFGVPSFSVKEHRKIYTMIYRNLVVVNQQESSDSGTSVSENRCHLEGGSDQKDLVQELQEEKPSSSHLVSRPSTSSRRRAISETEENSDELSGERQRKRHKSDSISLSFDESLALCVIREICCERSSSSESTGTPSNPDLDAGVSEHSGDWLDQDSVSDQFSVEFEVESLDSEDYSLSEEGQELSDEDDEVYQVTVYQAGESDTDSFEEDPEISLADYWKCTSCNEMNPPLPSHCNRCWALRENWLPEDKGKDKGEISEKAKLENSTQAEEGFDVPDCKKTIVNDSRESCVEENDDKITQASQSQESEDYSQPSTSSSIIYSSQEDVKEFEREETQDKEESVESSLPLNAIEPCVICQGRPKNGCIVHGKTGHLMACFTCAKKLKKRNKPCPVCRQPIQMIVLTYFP
# UPR XBP1 act – adaptive UPR (XBP1) activation | CHO-XBP1 luciferase reporter, IRE1-XBP1 UPR activation, luminescence; percent of tunicamycin response, DMSO as zero | activation, % at 20 µM | 0.33% of 330,000 active;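 active = versus positive control, 20 µM dose yields 30% or more activation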;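 also: 100% = tunicamycin at 10 µg/mL and 0% = DMSO only wells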
#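 Material: CHO-XBP1 cells stably carrying IRE1-XBP1-driven luciferase reporter / Amount: 1000 cells per well / Compound: 20 µM, 1% DMSO / Times: 6 h treatment, 37 °C / Detection: luciferase luminescence / Measure: % activation of reporter signal versus tunicamycin and DMSO controls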
# CHOP UPR activ – apoptotic UPR (CHOP) activation | CHO-CHOP luciferase reporter, luminescence; percent of tunicamycin response over DMSO baseline | activation, % at 10 µM | 0.34% of 330,000 active;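 active = at 10 µM dose, activation of 40% or more, normalized to positive control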;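 also: 100% = tunicamycin at 10 µg/mL and 0% = DMSO alone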
#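 System: CHO-CHOP luciferase reporter cell line | Buffer or medium: F12 medium containing 10% fetal bovine serum | Doses: One dose, 10 µM in 0.5% DMSO | Times: 6 h compound exposure at 37 °C after overnight seeding | Signal: Luciferase luminescence | Read-out: % activation vs tunicamycin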
# Jurkat NFkB inh – lowers PMA/ionomycin-induced NF-kB signal in Jurkat cells | PMA/ionomycin-induced NF-kB luciferase reporter, luminescence | 0.53% of 330,000 active | AID 435003 | inhibition, % at 4 µM; in the data active = inhibition above about 50%
# tim10-1 inh – growth inhibitors of tim10-1 mutant yeast | S. cerevisiae tim10-1 ts strain growth, BacTiter-Glo, 24 h | inhibition, % at 20 µM | 2.2% of 330,000 active | AID 463190;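 active = inhibition of at least 40%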;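 also: mutant grown at 25 °C; 0% = DMSO wells with yeast and 100% = wells holding no yeast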
# tim23-1 inh – growth inhibitors of tim23-1 mutant yeast; 1.3% of 330,000 active; S. cerevisiae tim23-1 growth, BacTiter-Glo luminescence, 24 h; inhibition, % at 20 µM;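 active = growth inhibition of the mutant yeast at or above 50%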;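 also: temperature-sensitive mutant grown at 25 °C; plate controls were DMSO-treated mutant yeast for no effect and medium wells lacking yeast for full effect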
# 697 NFkB inh – inhibitors of the PMA/ionomycin-induced NF-kB reporter in 697 B cells. 0.33% of 330,000 active. inhibition, % at 4 µM. AID 435022. 697 B-cell NF-kB luciferase reporter, 16 h; in the data active = inhibition above about 35%
# Numbers without * were called inactive.
SMILES,TIM10 inh,Mdm2-MdmX inh,UPR XBP1 act,CHOP UPR activ,Jurkat NFkB inh,tim10-1 inh,tim23-1 inh,697 NFkB inh
CCCn1cc(SCC(=O)NC2CCCC2)c2ccccc21,5,3,-1,1.1,-37,11,26,1
COc1ccc2c(c1)c(C(=O)O)c(C)n2-c1ccccc1,7,7,-1,1.0,15,4,33,7
COc1ccc(CN2C3CCCC2CC(NC(=O)Nc2ccccc2C)C3)cc1 (stereo not drawn),-7,7,-1,-0.3,-4,5,1,5
CCN(CC)Cc1csc(C(N)=O)c1,-14,0,-3,0.3,-15,0,12,-12
C[C@@]12C(=O)N(c3cccc(F)c3)C(=O)N1[C@H](c1ccc(Cl)cc1)[C@@H]1C(=O)N(C3CCCCC3)C(=O)[C@@H]12,7,16,-3,1.4,8,-1,10,5
CCCc1cc(=O)oc2cc(C)cc(OC(C)C(=O)NCc3ccncc3)c12 (stereo not drawn),7,18,-3,0.0,-6,-3,11,4
CN(C)S(=O)(=O)c1ccc(C(=O)NCC(c2cccs2)N2CCOCC2)cc1 (stereo not drawn),7,-20,-2,0.4,-34,24,3,-16
COC(=O)[C@@H](NC(=O)NCc1cccc(OC)c1)C(C)C,-3,-21,-3,-0.9,3,3,8,12
CS(=O)(=O)N1CCC(C(=O)N2CCN(c3cccc(Cl)c3)CC2)CC1,1,4,-2,-1.1,11,2,6,13
Cc1ccc(N(C(=O)CNC(=O)c2ccco2)C(C(=O)NC2CCCCC2)c2cccnc2)c(C)c1 (stereo not drawn),1,-5,-1,-0.2,9,-12,-17,3
O=C1S/C(=C\c2ccc(N3CCOCC3)o2)C(=O)N1c1ccccc1,14,19,-2,3.2,7,12,15,14
CCCCc1c(O)nc(SCC(=O)NCCc2ccc(OC)c(OC)c2)[nH]c1=O,-4,9,0,1.4,14,6,14,16
O=C1C(Cl)=C(N2CCCCCC2)C(=O)N1c1ccc(Cl)cc1,-19,23,-5,2.4,7,12,30,-7
Cc1nnc(NC(=O)CN2C(=O)c3ccccc3S2(=O)=O)s1,-13,12,-3,0.4,5,-20,-12,-5
O=C(Nc1cccc(S(=O)(=O)N2CCCCCC2)c1)c1cc(=O)c2ccccc2o1,18,14,4,-0.3,10,35,25,-16
CC(=O)Nc1ccc(NS(=O)(=O)c2cc([N+](=O)[O-])ccc2C)cc1,10,7,-3,2.4,6,-1,6,-1
CCCCc1c(C)nc2cc(-c3ccco3)[nH]n2c1=O,-16,-6,8,2.5,-12,-5,7,-9
COc1ccccc1N1CCN(Cc2cc3c(cc2Br)OCCO3)CC1,9,26,1,-0.8,-13,20,29,7
CCOc1ccc(CN2C(=O)c3ccccc3C2=O)cc1C(=O)O,8,-7,2,-1.0,-3,6,9,-1
O=C(N[C@@H]1C/C=C\C[C@H](CC(=O)N(CCO)Cc2ccccc2)C(=O)N[C@@H](Cc2c[nH]c3ccccc23)COC1=O)OCC1c2ccccc2-c2ccccc21,3,23,-3,-1.2,-6,25,23,-23
CCOC(=O)N1CCN(C(=O)Cn2cc3c(n2)CCCC3)CC1,5,28,3,0.2,3,1,-5,27
CCc1ccc(C2=NN(CCC(=O)NCc3cccs3)C(=O)CC2)cc1,-4,20,-1,-0.1,-5,9,9,14
CC(C)n1cc(/C=C2/NC(=O)N(c3cccc(Cl)c3)C2=O)c2ccccc21,13,62*,3,2.0,32,17,8,-1
C=CCNCc1ccccc1[N+](=O)[O-],-4,3,-2,-0.2,12,-17,-2,5
c1ccc(-c2nn[nH]n2)cc1,-1,12,1,-0.9,-11,-3,11,22
COc1ccc(C(=O)NCCOc2ccccc2Cl)c(OC)c1OC,-54,-81,1,6.8,-84,-3,-15,-122
N#Cc1nc(-c2ccccc2Cl)oc1N1CCCCC1,-12,-7,3,3.9,-25,35,41,-29
CCOC(=O)c1cc(-c2ccc(C)cc2)n(CCC(=O)NCCCOC)c1C,24,-6,-1,-0.1,1,19,5,1
CC(C)Cc1cc(C(=O)Nc2c(F)cc(F)cc2Br)no1,2,-2,-2,3.6,-7,7,10,9
CCN(CC)c1ccc(NC(=O)CSc2nnc3nc(C)cc(C)n23)cc1,-3,20,-1,-1.1,-3,-16,2,10
CCCCOCCCNC(=O)c1ccc([N+](=O)[O-])c(C)c1,8,-15,2,0.5,-2,13,8,10
CN(C)/C=N/c1sc2c(c1C#N)CC(C)(C)NC2(C)C,5,7,0,0.1,2,-5,5,-7
O=C(O)c1ccc2[nH]c3c(c2c1)CCCC3,1,10,-5,-0.2,10,-13,1,8
O=C(NCCc1nnc2ccc(NCC3CCCO3)nn12)c1ccccc1 (stereo not drawn),-3,4,-4,0.2,-13,12,16,11
CN1CCN(C(=O)c2cc(S(=O)(=O)Nc3ccccc3F)c(Cl)cc2Cl)CC1,5,16,1,0.5,-13,-4,2,0
Cc1nc(-c2ccncc2)sc1C(=O)Nc1ccc(Br)cc1,0,-8,1,-0.9,-2,3,13,-20
CCOC(=O)C1=NN(c2ccccc2)C(=O)/C1=C\c1ccc(N(C)C)cc1,13,8,3,17,-13,40*,24,-22
COc1ccc(C2NS(=O)(=O)OCC2C)cc1 (stereo not drawn),10,-37,0,-1.9,-13,-5,4,-48
CCCCNC(=O)c1cc2c(-c3ccc(Cl)cc3)nn(C)c2s1,12,1,-1,1.0,3,15,17,3
CC(C)(C)NC(=O)NC(=O)CSc1nncs1,9,-25,-2,-0.6,-10,3,10,13

# At a glance, part of the list above.
SMILES,TIM10 inh,Mdm2-MdmX inh,UPR XBP1 act,CHOP UPR activ,Jurkat NFkB inh,tim10-1 inh,tim23-1 inh,697 NFkB inh
CCc1ccc(C2=NN(CCC(=O)NCc3cccs3)C(=O)CC2)cc1,-4,20,-1,-0.1,-5,9,9,14
CC(C)n1cc(/C=C2/NC(=O)N(c3cccc(Cl)c3)C2=O)c2ccccc21,13,62*,3,2.0,32,17,8,-1
C=CCNCc1ccccc1[N+](=O)[O-],-4,3,-2,-0.2,12,-17,-2,5
c1ccc(-c2nn[nH]n2)cc1,-1,12,1,-0.9,-11,-3,11,22
COc1ccc(C(=O)NCCOc2ccccc2Cl)c(OC)c1OC,-54,-81,1,6.8,-84,-3,-15,-122
N#Cc1nc(-c2ccccc2Cl)oc1N1CCCCC1,-12,-7,3,3.9,-25,35,41,-29
CCOC(=O)c1cc(-c2ccc(C)cc2)n(CCC(=O)NCCCOC)c1C,24,-6,-1,-0.1,1,19,5,1
CC(C)Cc1cc(C(=O)Nc2c(F)cc(F)cc2Br)no1,2,-2,-2,3.6,-7,7,10,9
CCN(CC)c1ccc(NC(=O)CSc2nnc3nc(C)cc(C)n23)cc1,-3,20,-1,-1.1,-3,-16,2,10
CCCCOCCCNC(=O)c1ccc([N+](=O)[O-])c(C)c1,8,-15,2,0.5,-2,13,8,10
CN(C)/C=N/c1sc2c(c1C#N)CC(C)(C)NC2(C)C,5,7,0,0.1,2,-5,5,-7
O=C(O)c1ccc2[nH]c3c(c2c1)CCCC3,1,10,-5,-0.2,10,-13,1,8
O=C(NCCc1nnc2ccc(NCC3CCCO3)nn12)c1ccccc1 (stereo not drawn),-3,4,-4,0.2,-13,12,16,11
CN1CCN(C(=O)c2cc(S(=O)(=O)Nc3ccccc3F)c(Cl)cc2Cl)CC1,5,16,1,0.5,-13,-4,2,0
Cc1nc(-c2ccncc2)sc1C(=O)Nc1ccc(Br)cc1,0,-8,1,-0.9,-2,3,13,-20
CCOC(=O)C1=NN(c2ccccc2)C(=O)/C1=C\c1ccc(N(C)C)cc1,13,8,3,17,-13,40*,24,-22

# (listing goes on)
SMILES,TIM10 inh,Mdm2-MdmX inh,UPR XBP1 act,CHOP UPR activ,Jurkat NFkB inh,tim10-1 inh,tim23-1 inh,697 NFkB inh
Cc1ccc(Nc2c(N)c(=O)oc3ccccc23)cc1,27,58*,0,-0.6,15,19,27,-20
COc1ccc(N2CCN(C(=O)c3cc([N+](=O)[O-])ccc3N3CCN(CCO)CC3)CC2)cc1,11,21,-1,-0.5,7,-1,17,-21
Cc1cccc(NC(=S)NNC(=O)CC(C)O)c1C (stereo not drawn),0,11,-1,-0.8,12,-5,7,11
O=C1OC(Cc2ccccn2)C(O)=C1C1=NCCCN1 (stereo not drawn),4,-22,1,1.4,-8,-4,5,-3
CCN(CC)c1nc2cc(OC)ccc2cc1C#N,-18,33,-3,0.6,0,9,-16,13
N#CCSc1nc2cc(C(=O)N3CCC(C(N)=O)CC3)ccc2c2nc3ccccc3n12,3,39,3,-1.8,7,8,13,-5
Cn1c(SCCc2ccc([N+](=O)[O-])cc2)nccc1=O,16,-5,3,-1.6,-6,22,-3,-17
CCCCOP(=O)(c1ccc(N(C)C)cc1)C(Nc1ccccc1)c1ccccc1 (stereo not drawn),38,13,-5,0.9,19,31,23,3
CC(=O)c1cc(F)c(N2CCN(C(=O)C(C)(C)C)CC2)cc1C,17,-7,-1,0.4,5,23,4,8
COc1ccc2cc3cc(C(=O)Nc4ccc5c(c4)OCO5)oc3nc2c1,-8,18,1,2.4,7,-3,-7,-1
Cc1cc(C)nc(SC2CC(=O)N(c3ccc(C)c(C)c3)C2=O)n1 (stereo not drawn),18,1,-4,0.9,2,22,18,-31
Cc1cc(C)c(-c2csc(Cc3nc(-c4cc5ccccc5oc4=O)cs3)n2)cc1C,-1,33,-4,-0.9,13,15,13,-16
O=C(NCCCn1cccn1)C1CCC(=O)N(Cc2ccccc2F)C1 (stereo not drawn),1,17,0,-0.2,-2,1,8,-18
C=CCc1ccc(OCCOCCNCCCC)c(OC)c1,-2,5,-7,-4.8,-12,6,16,-9
O=C(NCc1ccc(F)cc1)C1CCCN1S(=O)(=O)c1ccccc1C(F)(F)F (stereo not drawn),16,27,-2,2.0,-6,18,18,8
Cn1c(-c2cccc([N+](=O)[O-])c2)cnc1NCc1cccc([N+](=O)[O-])c1,-8,10,-4,-1.3,-2,-6,-4,2
CN(C)S(=O)(=O)c1ccc(C(=O)NCC(=O)N/N=C/c2ccco2)cc1,5,1,-2,0.2,9,11,12,16
O=C(C1CC(=O)N(c2ccc3c(c2)OCCO3)C1)N1CCN(c2ccccc2)CC1 (stereo not drawn),-17,21,-5,-4.8,9,-5,1,-7
Cc1noc(C)c1COc1ccc(C(=O)N2CCC(C)CC2)cc1,11,9,-3,-2.0,-7,9,21,9
CC1(c2nnc(Cc3ccccc3)o2)CC(c2ccccc2F)=NO1 (stereo not drawn),-12,21,-2,-1.0,13,-10,18,-1
Cc1onc(C(=O)NCCc2ccccc2)c1[N+](=O)[O-],-6,8,-2,0.9,-3,7,15,-2
CCCOc1ccc(C2C(C(=O)OC)=CN(CCOC)C=C2C(=O)OC)cc1,24,7,-4,-0.6,-2,13,15,20
